High-throughput results: PubChem, several laboratories
Fh CTSL1 inh = cathepsin L1 inhibition, PFM18AAP counter-screen. inhibition, % at 5.96 µM. 0.49% of 300,000 active. AID 1906. recombinant F. hepatica cathepsin L1, Z-Leu-Arg-MCA fluorescence;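 active means inhibition above the mean of all tested compounds plus 3 SD, set per screening campaign, cut at about 17% in these data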;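 further: 0% = plate median of test compound wells and 100% = 1 µM Z-Phe-Ala-diazomethylketone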
ZTA DNA inh = ZTA (EBV) inhibition in EBNA-1 counter-screen; P03206; ZTA-DNA binding, fluorescence polarization; inhibition, % at 11 µM; 0.15% of 320,000 active; in the data active means inhibition above about 33%
Target sequence (P03206 whole entry, looked up): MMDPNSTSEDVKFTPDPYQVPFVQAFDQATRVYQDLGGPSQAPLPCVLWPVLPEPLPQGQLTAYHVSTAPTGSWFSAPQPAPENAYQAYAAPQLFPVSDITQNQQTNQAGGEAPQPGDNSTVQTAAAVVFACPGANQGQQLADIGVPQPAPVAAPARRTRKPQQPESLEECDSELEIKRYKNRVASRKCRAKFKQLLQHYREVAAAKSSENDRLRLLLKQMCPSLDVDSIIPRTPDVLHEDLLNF
PP1 counter = blocks human PP1-alpha phosphatase, a PP5 counter-screen; P62136; purified PP1alpha, OMFP fluorescence; AID 2235; inhibition, % at 6.7 µM; 0.9% of 320,000 active;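 active means inhibition above the mean inhibition of all tested compounds plus 3 SD, computed separately for each screening campaign, cut at about 15% in these data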
Target sequence (P62136 whole entry, looked up): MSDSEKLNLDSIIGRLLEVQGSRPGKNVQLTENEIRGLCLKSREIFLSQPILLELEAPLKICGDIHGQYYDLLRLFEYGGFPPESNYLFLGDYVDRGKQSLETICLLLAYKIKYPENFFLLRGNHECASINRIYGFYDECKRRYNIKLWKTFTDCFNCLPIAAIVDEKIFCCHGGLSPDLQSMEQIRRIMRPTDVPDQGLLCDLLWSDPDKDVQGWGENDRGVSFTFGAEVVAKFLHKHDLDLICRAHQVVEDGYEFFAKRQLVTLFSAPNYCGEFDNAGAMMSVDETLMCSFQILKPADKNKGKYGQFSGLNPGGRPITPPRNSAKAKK
PP5 primary = PP5 (human) phosphatase inhibition. inhibition, % at 6.7 µM. P53041. 0.18% of 320,000 active. purified PP5c, OMFP substrate fluorescence;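 active means inhibition above the campaign's mean inhibition across all tested compounds plus 3 SD, cut at about 9.5% in these data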;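 further: 0% = DMSO only and 100% = 100 µM cantharidin control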
Target sequence (P53041 whole entry, looked up): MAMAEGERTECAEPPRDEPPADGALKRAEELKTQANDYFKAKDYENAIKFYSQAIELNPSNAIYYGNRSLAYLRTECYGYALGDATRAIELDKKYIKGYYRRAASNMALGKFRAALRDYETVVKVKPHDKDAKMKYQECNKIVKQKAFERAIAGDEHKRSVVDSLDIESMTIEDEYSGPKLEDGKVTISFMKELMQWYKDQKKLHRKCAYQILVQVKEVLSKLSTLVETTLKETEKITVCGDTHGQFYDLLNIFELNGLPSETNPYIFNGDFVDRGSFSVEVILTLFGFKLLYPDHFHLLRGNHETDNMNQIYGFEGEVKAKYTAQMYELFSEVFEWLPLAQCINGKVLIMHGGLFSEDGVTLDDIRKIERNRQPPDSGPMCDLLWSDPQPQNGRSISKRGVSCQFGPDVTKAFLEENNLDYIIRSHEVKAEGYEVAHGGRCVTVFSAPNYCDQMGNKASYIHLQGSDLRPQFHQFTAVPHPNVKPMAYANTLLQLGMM
HCV core dimer = blocks dimerization of HCV core protein; TR-FRET GST/Flag-core106 dimerization, 1536-well; inhibition, % at 5 µM; 0.33% of 300,000 active;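 active means inhibition above the mean of all tested compounds plus 3 SD, set per screening campaign, cut at about 45% in these data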
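assay system = GST-tagged and Flag-tagged HCV core protein residues 1-106 | controls = unlabelled core106 and no-GST-core106 wells | incubation = compound-protein-antibody incubation 4 h at 22.5 °C | probe or stimulus = Eu donor and XL665 acceptor anti-tag antibodies | read-out = % inhibition based on acceptor/donor emission ratio | signal = TR-FRET 671 and 617 nm emission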
PREPL inhibitor = inhibitors of human prolyl oligopeptidase-like enzyme PREPL; Q4J6C6; recombinant PREPL, fluorescence polarization activity-based probe; inhibition, % at 5.96 µM; 0.68% of 320,000 active; AID 2751; in the data active means inhibition above about 43%;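 further: 0% = enzyme with DMSO and 100% = wells lacking enzyme; many of its hits are not listed in these tables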
TPT1 inhibitor = C. albicans TPT1 enzyme inhibition. 0.81% of 300,000 active. recombinant caTPT1, FP RNA substrate dephosphorylation. inhibition, % at 5 µM;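 active means inhibition above the mean of all tested compounds plus 3 SD, set per screening campaign, cut at about 24% in these data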;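 further: plate controls were DMSO alone for no effect and ferristatin control at 100 nM for full effect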
Efflux pump mplx = antifungal efflux pump inhibition, Nile Red retention; inhibition, % at 10 µM; 0.44% of 330,000 active; S. cerevisiae Candida pump triplex;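 active means plate passing quality check with inhibition over a set limit, or well fluorescence over plate mean plus 4 SD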;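 further: Nile Red retained in pooled yeast measured as flow cytometry median fluorescence; 0% = buffer negative control and 100% = Enniatin B positive control; higher means more Nile Red kept so more efflux inhibition; some compounds called inactive have numbers as strong as hits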
EBNA-1 inh = blocks EBNA-1 binding to DNA | EBNA-1 DNA binding, fluorescence polarization | AID 1950 | 0.34% of 300,000 active | inhibition, % at 14.8 µM; in the data active means inhibition above about 28%
Starred values were filed as active, the others as inactive; nt = no result given. The list is partial (hit frequency here may not be typical).

SMILES	Fh CTSL1 inh	ZTA DNA inh	PP1 counter	PP5 primary	HCV core dimer	PREPL inhibitor	TPT1 inhibitor	Efflux pump mplx	EBNA-1 inh
CCOC(=O)c1ccc(N2C(=O)c3n[nH]c(C)c3C2c2cccnc2)cc1 (centres undefined)	-2.7	-3.3	-4.0	-2.2	-0.8	-3.7	-0.9	-0.1	-4.0
C#CCOCCOCCOCCNc1nc(N2CCN(C(=O)[C@H]([C@@H](C)CC)n3cc(CCCCN)nn3)CC2)nc(N2CCN(C(=O)[C@H](CCCCN)n3cc(CCCC)nn3)CC2)n1	1.2	21.9	-1.8	-1.0	-7.2	5.4	-3.2	0.1	10.8
Cc1ccc(Nc2nc(N)nc(CSc3nnc(-c4ccncc4)o3)n2)cc1	-3.5	-0.8	1.6	-0.7	2.9	-12.9	4.3	-0.1	7.2
Cc1ccc(S(=O)(=O)N2[C@@H](c3cccc(Cl)c3)C(C(=O)O)=CC[C@H]2c2ccc3c(c2)OCO3)cc1	5.0	5.2	3.3	1.8	27.2	6.5	-0.7	-0.1	7.7
Cc1ccsc1C(=O)Nc1ccc(S(=O)(=O)N2CCOCC2)cc1	nt	-4.2	-3.1	0.8	nt	1.8	nt	-0.2	nt
CSc1nc(-c2ccco2)nn1C(=O)c1ccco1	-2.7	10.3	0.5	1.3	0.6	1.7	-1.7	-0.2	4.3
O=C(NNS(=O)(=O)c1ccccc1)C1CC(c2cccnc2)=NO1 (centres undefined)	-0.9	7.3	-4.7	1.4	-3.4	-3.6	1.6	0.0	11.0
COc1ccc(N2CCN(c3cnc4ccccc4n3)CC2)cc1	-4.5	-18.8	1.9	2.7	-6.0	24.3	0.5	0.1	-0.4
COc1cc(/C=C2\N=C3CCCCCN3C2=O)ccc1O	10.3	-0.4	1.0	2.4	-13.8	17.4	50.2*	0.0	0.1
COC(=O)c1ccc(NC(=O)C2CCCN2S(=O)(=O)c2ccc(F)cc2)cc1 (centres undefined)	-4.3	-2.5	4.0	-0.6	-1.0	-10.1	-2.8	-0.1	5.5
C=CCNC(=S)Nc1ccc(Cl)cc1	-2.0	8.2	-2.6	0.0	-0.8	3.4	-2.3	-0.1	2.7
C1CCN(c2c3c(nc4nnnn24)CCCC3)CC1	-0.3	8.6	-3.4	2.4	2.5	19.6	3.8	0.0	-5.7
COc1cccc(Nc2nc(NCCO)c3ccccc3n2)c1	-1.9	-7.2	-1.2	1.7	-9.5	14.5	4.6	0.2	-8.8
O=C(O)CCCn1c(O)c(C=C2N=c3ccccc3=N2)sc1=S	3.9	-16.9	-2.2	-1.4	-7.1	11.1	3.8	-0.1	5.5
CN(/C=C/C(=O)C(F)(F)F)Cc1ccccc1	3.1	0.6	-1.0	-2.6	-0.2	-8.9	-6.9	0.0	5.1
CCc1nnc(NC(=O)c2cc(-c3ccccn3)nc3ccc(Br)cc23)s1	-1.1	-16.4	-0.1	3.8	-14.8	15.9	-2.1	-0.2	5.6
Cc1cccc(CSc2nc3c(cc2C#N)CCC3)c1	-0.2	-2.1	9.4	2.1	26.7	-6.3	0.1	0.0	-8.2
COc1ccc2c(c1)C(=NNC(=O)c1ccccn1)c1cc(OC)ccc1-2	0.8	-0.7	2.5	1.4	9.7	11.4	-1.9	0.0	4.2
COC(=O)C1=C(C)NC(C)=C(C(=O)OC)C1c1cc2cc(C)ccc2[nH]c1=O	0.4	-7.9	-3.6	-1.6	-1.0	3.8	2.0	0.1	-10.3
COc1ccc(CCC(C)NC(=O)CCc2ccccc2)c(OC)c1 (centres undefined)	-3.0	8.6	-0.8	0.6	5.8	-15.2	2.6	-0.1	12.0
NC(=S)NNC(=O)[C@@H]1CCCC[C@@H]1C(=O)O	4.2	-8.3	-4.2	-0.3	-8.0	0.2	0.4	15.2*	-5.9
Brc1cc(Cc2nnc(-c3ccccc3)o2)c(Br)s1	1.6	-9.8	-2.7	-2.8	-1.4	-25.0	3.6	0.1	-4.9
CCOC(=O)c1nn(-c2ccccc2)c2nc(Nc3ccccc3)cc(=O)n12	-0.4	-6.4	5.5	0.7	-3.4	4.9	2.6	0.1	-0.8
CC(=O)Nc1ccc(NC(=O)CCc2nc3sc4c(c3c(=O)[nH]2)CCCC4)cc1	-0.9	10.9	-4.2	0.6	22.0	5.5	9.1	0.0	6.2
COCCn1cnc2c(c1=O)c1nc3ccccc3nc1n2/N=C/c1ccco1	1.3	2.6	2.9	0.8	0.7	3.0	0.1	0.0	9.7
CSCCC1NC(=O)N(C(C)C(=O)Nc2cc(Cl)cc(Cl)c2)C1=O (centres undefined)	0.8	-11.0	-1.1	-1.6	-7.1	5.7	2.6	0.0	-1.0
CC(=O)Nc1cccc(NC(=O)CSc2nccn2Cc2ccc(F)cc2)c1	-3.1	0.9	-1.6	0.4	6.7	-7.5	-0.6	-0.1	5.7
S=C(Nc1ccc2cn[nH]c2c1)Nc1ccccc1Cl	-2.7	-8.5	-0.3	2.5	-1.8	9.4	-1.2	-0.3	-12.6
O=C(NC1CCCCC1)c1sc(=S)n2c1[nH]c(=O)c1ccccc12	8.9	-7.1	0.3	0.7	7.5	30.1	-0.3	0.0	-4.8
COc1cc2cc(C(C)(C)O)oc(=O)c2cc1OC	nt	1.6	-2.0	-0.2	nt	8.2	nt	-0.6	nt
CC(=O)Nc1ccc(S(=O)(=O)N2CCc3c(Cl)cccc3C2)cc1	3.8	10.5	0.1	1.4	-1.6	9.8	-4.3	-0.1	5.9
COc1ccc(COCC(O)CN2CCC(C(N)=O)CC2)cc1OC (centres undefined)	0.4	2.9	-1.3	-1.8	-7.4	19.7	-3.7	-0.4	3.2
Cc1ccc(Cn2c(=O)c3ccccc3n3nc(C)cc23)cc1	-4.0	-6.8	-1.7	1.9	5.4	12.6	3.5	0.1	-13.8
CC(C)(O)C#Cc1ccc(C(=O)N2CCCC(CCC(=O)NCc3ccccc3F)C2)cc1 (centres undefined)	-1.7	-7.1	0.6	1.9	-5.8	6.8	-0.5	0.0	-12.7
O=C1CC(c2ccco2)CC(O)=C1C=NCCN1CCNCC1 (centres undefined)	2.7	18.9	-0.2	1.6	-0.2	-5.4	-2.9	0.0	-6.0
O=Cc1cc(N=Nc2ccc(S(=O)(=O)O)cc2)ccc1O	9.1	-8.0	3.7	-0.6	4.0	7.7	3.3	0.0	-0.5
O=C(Nc1ccc2c(c1)OCO2)c1cc2n(n1)C(C(F)(F)F)CC(c1ccccc1)N2 (centres undefined)	1.6	-8.2	0.1	1.4	5.0	8.5	1.4	-0.1	19.5
C/C(=N\O)c1c(C)c2ccccc2n1C	3.9	4.9	1.9	-1.5	0.9	15.0	-1.0	-0.1	4.4
Cc1ccc(NC(=O)C(c2ccccc2)N2CCN(CC(=O)NC3CC3)CC2)cc1 (centres undefined)	nt	-1.4	-3.5	1.6	nt	2.2	nt	0.1	nt
COCCCN1C(=O)N(c2ccc(F)cc2)C(=O)C1CC(=O)Nc1ccccc1 (centres undefined)	-1.9	19.4	-6.0	-1.7	-0.7	-10.3	0.3	0.1	11.2
COCc1nnc(NC(=O)c2ccc(S(=O)(=O)N3CCCCCC3)cc2)o1	1.0	1.0	11.6	0.7	0.6	2.3	-2.5	0.3	3.6
COc1ccc(S(=O)(=O)Cc2ccc(C(=O)NC3CCC(C)CC3)o2)cc1 (centres undefined)	0.8	5.3	0.2	1.4	8.1	0.2	-1.0	-0.1	4.3
CCn1nnnc1SCC(=O)Nc1cc(C)on1	1.9	8.8	-3.5	-1.6	-1.1	0.0	-0.3	-0.1	9.8
CN(C)C(CNC(=O)CSc1nnc(-c2ccco2)o1)c1ccccc1 (centres undefined)	0.7	-1.2	-0.5	-0.4	-4.5	18.7	-3.3	-0.1	4.5
CC(=O)c1cccc(NC(=O)c2ccc(N(Cc3ccc(C)cc3)S(C)(=O)=O)cc2)c1	4.7	-3.0	2.8	4.7	4.0	-8.1	-2.4	0.1	5.8

The final 2 records of the section before come first, to join the parts.
SMILES	Fh CTSL1 inh	ZTA DNA inh	PP1 counter	PP5 primary	HCV core dimer	PREPL inhibitor	TPT1 inhibitor	Efflux pump mplx	EBNA-1 inh
CN(C)C(CNC(=O)CSc1nnc(-c2ccco2)o1)c1ccccc1 (centres undefined)	0.7	-1.2	-0.5	-0.4	-4.5	18.7	-3.3	-0.1	4.5
CC(=O)c1cccc(NC(=O)c2ccc(N(Cc3ccc(C)cc3)S(C)(=O)=O)cc2)c1	4.7	-3.0	2.8	4.7	4.0	-8.1	-2.4	0.1	5.8
CCOc1ccccc1NC(=O)N1CCC(c2nc3ccc(C)cc3[nH]2)CC1	-3.7	3.6	-5.6	0.8	1.5	8.9	-0.1	-0.1	9.7
O=C(NCCCc1ccccc1)c1cc(COc2ccc(F)cc2Cl)on1	5.5	-3.8	2.5	0.7	8.2	-8.2	-2.6	0.0	11.8
O=C(NC(=S)NCc1ccccc1)c1ccccc1[N+](=O)[O-]	3.8	-6.0	0.0	1.9	-1.8	10.4	-1.2	-0.2	-8.1
CC(C)n1c(Nn2cnnc2)nc2ccccc21	2.8	10.1	-0.9	0.0	3.6	-1.7	2.1	0.1	2.6
CCn1c(CCC(N)=O)nnc1SCC(=O)Nc1cccc(S(=O)(=O)N2CCCC2)c1	nt	-1.1	-5.3	-0.4	nt	-0.9	nt	0.0	nt
Cc1ccccc1-n1nnnc1SCc1cc(=O)n2ccsc2n1	-2.2	-19.8	-2.1	1.4	-1.2	11.3	0.0	0.0	1.4
CC(=O)c1cc(C(=O)N2CCc3c([nH]c4ccccc34)C2CC(C)C)[nH]n1 (centres undefined)	4.1	3.6	-1.2	-0.2	6.0	-3.2	-0.3	0.2	-0.6
CCCN(CC(=O)Nc1ccccc1OC)C(=O)CCNC(=O)c1ccccc1OC	4.2	20.7	-5.8	1.5	1.6	5.5	-2.5	-0.1	-0.9
COc1ccc(N2CCN(S(=O)(=O)c3cn(C)cn3)CC2)cc1	0.1	-6.2	-0.9	0.3	0.6	0.5	-2.9	0.0	0.8
CCOc1ccc(-c2cc(C(=O)N3CCN(c4ccccn4)CC3)c3ccccc3n2)cc1	-3.7	-4.3	-5.4	1.0	8.1	-1.3	4.3	0.6	1.9
CCOC(=O)c1cccc(C(=O)Oc2ccccc2)n1	2.3	-4.2	-2.7	1.0	-9.1	8.5	-3.4	0.0	-1.0
CC/C(=N/NC(=O)CCC(=O)Nc1ccccc1OC)c1ccccc1	3.5	30.4	-2.4	0.7	-0.9	5.3	-2.9	0.2	-1.6
CCOc1ccc(C2C3=C(CC(C)(C)CC3=O)N(CC(=O)O)C3=C2C(=O)CC(C)(C)C3)cc1OCC	-1.4	-3.4	-0.3	0.1	0.0	-8.0	-1.4	-0.2	6.3
CCCCCCCC(=O)Oc1ccc(C(=O)Nc2cc(C)on2)cc1	-15.4	-1.7	-1.9	3.0	2.7	-3.6	-0.2	0.0	2.0
CCOC(=O)CSc1nc2ccsc2c(=O)n1C1CCN(C(=O)OCC)CC1	3.8	7.8	0.2	2.8	1.2	6.8	-1.3	0.3	-12.4
COc1ccccc1CNC(=O)c1nn(-c2ccc(C)cc2)c(=O)c2c1c1ccccc1n2C	1.0	1.0	2.4	0.4	31.8	8.3	-0.2	0.4	-11.3
Cc1ccc(C(=O)CSc2nnc(CNc3ccc(C)cc3C)n2Cc2ccco2)cc1	4.7	3.5	9.9	7.2	18.3	4.8	-2.8	0.1	5.2

Among those listed so far, these have bromine:
SMILES	Fh CTSL1 inh	ZTA DNA inh	PP1 counter	PP5 primary	HCV core dimer	PREPL inhibitor	TPT1 inhibitor	Efflux pump mplx	EBNA-1 inh
CCc1nnc(NC(=O)c2cc(-c3ccccn3)nc3ccc(Br)cc23)s1	-1.1	-16.4	-0.1	3.8	-14.8	15.9	-2.1	-0.2	5.6
Brc1cc(Cc2nnc(-c3ccccc3)o2)c(Br)s1	1.6	-9.8	-2.7	-2.8	-1.4	-25.0	3.6	0.1	-4.9
